# Compound activity (PubChem BioAssay)
# Ba/F3 V617F tox: reduced viability of JAK2V617F-dependent Ba/F3 cells, primary screen, JAK2V617F inhibitor project, cell-based, Ba/F3 EpoR-JAK2V617F, luminescence; ATP luminescence; inhibition, % at 5.6 µM; 1.1% of 220,000 active; AID 1446, 2008;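 active means inhibition above the campaign mean plus 3 SD over all tested compounds, cut at about 24% in these data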;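 further: cytokine-independent growth of Ba/F3 cells driven by EpoR plus mutant JAK2; 0% = DMSO-treated cells and 100% = JAK inhibitor I control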
# BaF3 parental: parental Ba/F3 cell viability inhibition, counter-screen for JAK2V617F inhibitor project, murine pro-B, CellTiter-Glo luminescence; CellTiter-Glo ATP luminescence; inhibition, % at 5.6 µM; 1.1% of 220,000 active; AID 1486, 2009;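 active means inhibition above a per-campaign cutoff, the mean inhibition of all tested compounds plus 3 SD, cut at about 27% in these data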;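 further: 0% = DMSO wells and 100% = JAK Inhibitor I control wells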
# NPY2 pot ag: NPY-Y2 potentiators or agonists, primary screen, cell-based. cells expressing NPY-Y2, potentiator/agonist read-out. activation, % at 3.6 µM. 0.45% of 220,000 active. AID 1359, 2008; in the data active means activation above about 27%;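 further: cells stimulated with NPY near EC25 plus isoproterenol at EC100; 0% = vehicle plus submaximal agonist and 100% = vehicle plus saturating agonist; some results beyond the cut were filed as inactive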
# Target sequence (P49146 whole entry, looked up): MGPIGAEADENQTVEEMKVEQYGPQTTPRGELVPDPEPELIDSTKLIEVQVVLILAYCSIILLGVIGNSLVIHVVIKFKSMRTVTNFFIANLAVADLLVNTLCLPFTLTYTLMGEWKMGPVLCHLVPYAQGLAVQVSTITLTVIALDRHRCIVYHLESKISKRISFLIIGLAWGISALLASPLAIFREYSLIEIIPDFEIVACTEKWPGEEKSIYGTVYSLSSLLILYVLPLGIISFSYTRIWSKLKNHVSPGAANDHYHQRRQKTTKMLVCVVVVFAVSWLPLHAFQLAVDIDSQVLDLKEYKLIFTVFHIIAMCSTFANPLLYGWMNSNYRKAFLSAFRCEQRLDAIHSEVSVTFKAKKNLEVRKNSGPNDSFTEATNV
# NPY-Y1 PAM-ag: NPY-Y1 receptor potentiators or agonists, primary screen, cell-based | activation, % at 3.6 µM | NPY-Y1 expressing cells, potentiator/agonist activation | AID 1304, 2008 | 0.37% of 220,000 active; in the data active means activation above about 33%, passing the limit was not always enough;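 further: cells stimulated with NPY at EC10 then isoproterenol at EC100; 0% = low agonist plus stimulus and 100% = saturating agonist plus stimulus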
# NPY Y1 blocker: NPY-Y1 receptor antagonists, primary screen, cell-based | Neuropeptide Y receptor type 1 (Homo sapiens), P25929 | HEK293-CNG Y1 cells, membrane potential fluorescence; NPY at EC95, then isoproterenol | inhibition, % at 3.6 µM | 1% of 200,000 active;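 active means inhibition above the campaign mean inhibition of all tested compounds plus 3 SD, cut at about 20% in these data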;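 further: 0% = DMSO wells given NPY plus isoproterenol and 100% = isoproterenol alone without NPY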
#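 Material: Y1- and CNG-channel-expressing HEK293 cells / Probe or stimulus: NPY 25 nM then isoproterenol 1 µM plus Ro 20-1724 25 µM / Doses: 3.6 µM single dose, DMSO 0.4% / Schedule: compound incubation 1 h at room temperature, readout 45 min post-stimulation / Signal: membrane potential fluorescence / Benchmarks: isoproterenol-only wells as full block versus NPY-plus-isoproterenol wells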
# CHOP inhibitor: inhibitors of CHOP promoter induction, primary screen, cell-based, unfolded protein response, luciferase reporter; CHO-K1 CHOP-promoter luciferase, tunicamycin-induced, 15-18 h; inhibition, % at 10 µM; 3.8% of 220,000 active;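 active means compounds that reduced the stress-induced luciferase reporter signal by more than about 70% of percent inhibition, limit read from the data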;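 further: 0% = tunicamycin plus vehicle and 100% = wells without tunicamycin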
# NCF1 inh: p47phox/p22phox peptide binding inhibitors, primary screen, biochemical, uHTS, NADPH oxidase regulatory subunit; inhibition, % at 24.7 µM; 0.53% of 220,000 active; fluorescence polarization, 2 h; Neutrophil cytosol factor 1 (Homo sapiens), P14598;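 active means inhibition above about 30%, limit read from the data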;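 further: 0% = p47phox with labelled peptide and 100% = labelled peptide alone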
# Target sequence (P14598 whole entry, looked up): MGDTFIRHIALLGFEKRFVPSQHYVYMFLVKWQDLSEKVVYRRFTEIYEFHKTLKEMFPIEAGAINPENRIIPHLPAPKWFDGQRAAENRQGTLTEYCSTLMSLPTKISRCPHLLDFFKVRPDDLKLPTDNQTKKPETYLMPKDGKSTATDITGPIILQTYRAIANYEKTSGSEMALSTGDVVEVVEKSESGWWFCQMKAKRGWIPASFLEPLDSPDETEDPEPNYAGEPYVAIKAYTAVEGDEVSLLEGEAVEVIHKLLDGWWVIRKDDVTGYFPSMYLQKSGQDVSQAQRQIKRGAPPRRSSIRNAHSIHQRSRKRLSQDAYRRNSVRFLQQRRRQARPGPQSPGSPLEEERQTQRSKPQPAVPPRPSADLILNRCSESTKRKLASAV
# S1P4 agonist: S1P4 receptor agonists, primary screen, cell-based; Sphingosine 1-phosphate receptor 4 (Homo sapiens), O95977; S1P4-expressing cell line, agonist reporter assay; activation, % at 4.98 µM; 0.35% of 220,000 active; AID 1509, 2009; in the data active means activation above about 11%;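 further: 0% = DMSO vehicle and 100% = reference agonist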
# S1P4 antagonist: S1P4 receptor antagonists, primary screen, cell-based. Sphingosine 1-phosphate receptor 4 (Homo sapiens), O95977. S1P4-expressing cells, antagonist mode, reporter read-out. inhibition, % at 4.98 µM. 0.26% of 220,000 active; in the data active means inhibition above about 29%;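 further: 0% = wells stimulated with agonist and 100% = vehicle wells without agonist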
# An asterisk follows results filed as active; . = no result given.
SMILES,Ba/F3 V617F tox,BaF3 parental,NPY2 pot ag,NPY-Y1 PAM-ag,NPY Y1 blocker,CHOP inhibitor,NCF1 inh,S1P4 agonist,S1P4 antagonist
COc1ccc(NC(=S)Nc2ccc3nc(C)c(C)nc3c2)cc1,0,0,-11,-33,-6,-8,-5,-0.3,-3
COc1ccc(CCN2CC3=C(C2=O)C(c2ccccc2)NC(=O)N3C)cc1OC (stereo not given),3,3,8,-5,0,-10,8,2.3,-19
Fc1ccc(CSc2nc3ncc(Br)cc3[nH]2)cc1,-3,4,-1,13,4,74*,-48,2.2,2
CC(=O)Nc1ccc(S(=O)(=O)n2cnc3cc(C)c(C)cc32)cc1,5,29*,12,9,-3,.,1,0.9,-12
COCCn1c(=O)[nH]c2cc(C(=O)NCC3CCCO3)ccc2c1=O (stereo not given),-6,-3,12,74*,-2,5,-1,-0.3,-1
FC(F)(F)c1cc(-c2ccco2)nc(N2CCN(c3ccccc3)CC2)n1,-3,0,-10,-24,-5,41,-7,3.3,5
COC(=O)c1cccnc1-n1c(=O)c2cccnc2n(CC(=O)Nc2ccc(Br)cc2)c1=O,0,5,-1,-23,-4,18,-16,0.9,-16
CCS(=O)(=O)c1ccc2oc(Nc3ccc(C(C)C)cc3)nc2c1,-4,2,-3,18,-4,3,8,3.3,8
CCOC(=O)N1CCC(NC(=O)c2cn(-c3ccc(OC)cc3)c(=O)c3ccccc23)CC1,3,1,4,2,-1,19,-10,-0.6,14
COc1ccc(C2=NCC(CSc3nnc(-c4ccc5c(c4)OCO5)o3)S2)cc1 (stereo not given),-1,51*,-13,-20,8,17,-29,-0.4,0
COCCOc1ccc(C(F)(F)F)cc1NC(=O)c1ccccc1,0,6,-8,-28,5,-9,-7,1.6,-16
Cc1ccc(S(=O)(=O)CCC(=O)Nc2ccc(F)cc2)cc1,3,3,-3,-13,6,-2,0,-0.7,2
Cc1cc(C)n(-c2ccc(C(=O)Nc3ccc(C)c(S(=O)(=O)N(C)C)c3)cc2)n1,2,9,13,-13,2,39,-11,-1.2,3
CNC(=O)c1ccc(N(Cc2ccccc2C)S(C)(=O)=O)cc1,-4,1,4,-33,7,5,-9,2.5,-1
COCCNC(=S)c1ccc(Br)cc1,0,1,8,-2,8,-30,6,1.8,-4
Nc1ccc(N2CCOCC2)c(Cl)c1,-1,3,1,6,1,-11,1,0.1,16
S=C(Nc1ccccc1)N1CCOCC1,1,5,2,29,2,6,-2,0.5,-5
O=C(NNS(=O)(=O)c1ccccc1[N+](=O)[O-])c1ccncc1,-1,3,-1,0,-1,18,-5,1.2,-7
O=C(NCCc1ccccc1)C1CCN(S(=O)(=O)c2ccccc2)CC1,-1,2,4,21,-1,11,-2,-1.4,6
C/C(Cn1nnc2ccccc21)=N/OC(=O)c1c(F)cccc1F,-1,6,5,29,0,-15,7,2.3,-1
CC(=O)Nc1c(NC(=O)CC#N)[nH]c2c(c1=O)c(=O)n(C)c(=O)n2C,-3,1,4,1,2,16,-5,1.8,-31
CCCCCn1c(CN2CCN(Cc3ccccc3)CC2)nc2c1c(=O)n(C)c(=O)n2C,5,8,-11,-27,5,8,-12,1.2,-5
Cc1ccc(-c2nc3c4ccccc4ccn3c2CN2CCCCC2)cc1,2,-5,-46,-36,.,22,-15,0.0,-14
Nc1nc(SCC(=O)Nc2ccc3c(c2)OCO3)n[nH]1,4,2,-2,-18,-2,-2,1,-0.1,-14
CCCCOc1cccc(/C=N/NC(=O)c2csc(C)c2C)c1,-3,1,0,5,0,41,-5,1.5,0

# Arranged by heavy-atom count (highest first): 14 of the compounds above
SMILES,Ba/F3 V617F tox,BaF3 parental,NPY2 pot ag,NPY-Y1 PAM-ag,NPY Y1 blocker,CHOP inhibitor,NCF1 inh,S1P4 agonist,S1P4 antagonist
CCOC(=O)N1CCC(NC(=O)c2cn(-c3ccc(OC)cc3)c(=O)c3ccccc23)CC1,3,1,4,2,-1,19,-10,-0.6,14
CCCCCn1c(CN2CCN(Cc3ccccc3)CC2)nc2c1c(=O)n(C)c(=O)n2C,5,8,-11,-27,5,8,-12,1.2,-5
COc1ccc(CCN2CC3=C(C2=O)C(c2ccccc2)NC(=O)N3C)cc1OC (stereo not given),3,3,8,-5,0,-10,8,2.3,-19
COc1ccc(C2=NCC(CSc3nnc(-c4ccc5c(c4)OCO5)o3)S2)cc1 (stereo not given),-1,51*,-13,-20,8,17,-29,-0.4,0
FC(F)(F)c1cc(-c2ccco2)nc(N2CCN(c3ccccc3)CC2)n1,-3,0,-10,-24,-5,41,-7,3.3,5
O=C(NCCc1ccccc1)C1CCN(S(=O)(=O)c2ccccc2)CC1,-1,2,4,21,-1,11,-2,-1.4,6
COCCn1c(=O)[nH]c2cc(C(=O)NCC3CCCO3)ccc2c1=O (stereo not given),-6,-3,12,74*,-2,5,-1,-0.3,-1
CCS(=O)(=O)c1ccc2oc(Nc3ccc(C(C)C)cc3)nc2c1,-4,2,-3,18,-4,3,8,3.3,8
CNC(=O)c1ccc(N(Cc2ccccc2C)S(C)(=O)=O)cc1,-4,1,4,-33,7,5,-9,2.5,-1
Cc1ccc(S(=O)(=O)CCC(=O)Nc2ccc(F)cc2)cc1,3,3,-3,-13,6,-2,0,-0.7,2
Nc1nc(SCC(=O)Nc2ccc3c(c2)OCO3)n[nH]1,4,2,-2,-18,-2,-2,1,-0.1,-14
Fc1ccc(CSc2nc3ncc(Br)cc3[nH]2)cc1,-3,4,-1,13,4,74*,-48,2.2,2
S=C(Nc1ccccc1)N1CCOCC1,1,5,2,29,2,6,-2,0.5,-5
COCCNC(=S)c1ccc(Br)cc1,0,1,8,-2,8,-30,6,1.8,-4

# (more compounds)
SMILES,Ba/F3 V617F tox,BaF3 parental,NPY2 pot ag,NPY-Y1 PAM-ag,NPY Y1 blocker,CHOP inhibitor,NCF1 inh,S1P4 agonist,S1P4 antagonist
CCn1c(N2CCN(CC(=O)c3c(C)n(C)c4ccc(OC)cc34)CC2)nc2c1c(=O)[nH]c(=O)n2C,2,-3,5,-12,.,40,-15,1.6,-17
OC1(C2(O)CC(c3ccccc3)ON2)CCCCC1 (stereo not given),-2,-1,3,0,-2,28,-1,0.4,-3
CC(=O)c1sc(=S)n(-c2ccc(Cl)cc2)c1C,1,8,11,13,0,8,-5,1.5,-17
c1cncc(-c2nn[nH]n2)c1,-2,1,0,16,0,12,-1,2.7,-11
COc1ccc(/C=N/NC(=S)Nc2ccccc2)cc1,0,7,-22,5,5,-30,-9,1.5,-12
Cc1cccc(OC(=O)c2cn(C)nc2C(F)(F)F)c1C,1,7,-13,-16,6,57,-1,1.0,-4
CN(C)CCNC(=O)C(=O)C1C(=O)Nc2ccccc21 (stereo not given),2,4,-3,7,-5,-7,0,-0.2,-12
CCCCN(C(=O)CN1CCOCC1)c1c(N)n(CC(C)C)c(=O)[nH]c1=O,-1,4,-5,5,2,-11,-9,-0.5,-1
COc1cc([N+](=O)[O-])ccc1NC(=O)CCN1C(=O)C2C3CCC(C3)C2C1=O (stereo not given),0,7,11,-7,-3,48,2,-1.0,-15
CSc1nnc2c3ccccc3c3ccccc3c2n1,-3,2,-9,0,5,54,-11,0.7,11
Cn1c(SCCS(=O)(=O)c2ccc(Cl)cc2)nnc1-c1ccccc1,0,5,-12,-14,-3,19,-16,0.7,10
O=C(CN1CCOCC1)N1CCCc2ccccc21,-1,5,-4,21,-1,11,6,1.6,-10
Cn1cc(Cl)c(C(=O)NNC(=S)NC2CCCCC2)n1,0,6,19,-14,4,11,2,-0.9,8
CCOC(=O)C(C(=O)OCC)C(Nc1cccc(Br)c1)c1ccccc1 (stereo not given),-3,-1,2,-8,11,-1,-1,-2.1,16
CCN(CC)CCNc1ncnc2c1sc1nc(N3CCOCC3)c3c(c12)CCCC3,0,2,-42,-32,.,5,-17,-0.4,4
Cc1ccc(C)c(NS(=O)(=O)c2c(C)nn(C)c2C)c1,0,3,-5,2,6,4,-4,-0.3,-1
CN1c2ccccc2N(C)C1(C)c1ccccc1,1,4,3,-14,-2,17,70*,0.3,-12
O=C(Nc1ccc(Cl)cc1)N(Cc1cccs1)Cc1cccs1,-4,-1,10,15,4,19,-26,-2.3,-19
O=C(NCc1cccs1)C1CC(=O)N(c2ccccc2)C1 (stereo not given),-1,-2,-8,-2,-4,39,-10,0.0,1
Cc1cccnc1NS(=O)(=O)c1cccc([N+](=O)[O-])c1,0,3,6,-16,3,18,-5,0.0,-5
CCCN(CCC)CCCNC(=O)c1nn(-c2cccc(OC)c2)c(=O)c2ccccc12,1,7,-10,10,6,-13,-1,0.4,11
Cc1ccsc1/C=N/n1c(-c2cc(-c3ccccc3)n[nH]2)n[nH]c1=S,3,-6,-19,-19,.,0,1,-0.8,-1
N#Cc1ccccc1NC(=O)COC(=O)CCc1ccc(S(=O)(=O)N2CCCCC2)cc1,-4,-1,16,9,5,-2,-5,-1.5,-19
Cc1ccccc1Nc1nc(N)nc(CN2CCN(Cc3ccc4c(c3)OCO4)CC2)n1,-1,1,1,3,1,-4,-12,3.7,-3
CSCc1nnc(NC(=O)c2ccc(S(=O)(=O)N(CC(C)C)CC(C)C)cc2)o1,-5,-2,14,-1,-1,.,-4,0.0,13
CC(C)CCC(O)(CCC(C)C)C(=O)NNc1ccccc1,-3,1,-1,-7,15,-7,-12,1.7,-1

# Entries listed so far that bear a hit mark in NCF1 inh:
Compound,NPY2 pot ag,NPY-Y1 PAM-ag,NPY Y1 blocker,CHOP inhibitor,NCF1 inh,S1P4 agonist,S1P4 antagonist
CN1c2ccccc2N(C)C1(C)c1ccccc1,3,-14,-2,17,70*,0.3,-12

# Fetched by structure from the list above (2):
SMILES,Ba/F3 V617F tox,BaF3 parental,NPY2 pot ag,NPY-Y1 PAM-ag,NPY Y1 blocker,CHOP inhibitor,NCF1 inh,S1P4 agonist,S1P4 antagonist
OC1(C2(O)CC(c3ccccc3)ON2)CCCCC1 (stereo not given),-2,-1,3,0,-2,28,-1,0.4,-3
CCN(CC)CCNc1ncnc2c1sc1nc(N3CCOCC3)c3c(c12)CCCC3,0,2,-42,-32,.,5,-17,-0.4,4
